Screening results deposited in PubChem by National Center for Advancing Translational Sciences (NCATS).
EPAC2 antagonist: blocks human EPAC2 exchange factor. EPAC2 GEF exchange of Rap1B-BODIPY-GDP, fluorescence. Potency, µM (top dose mostly 114 µM), inactives show at the top dose activity, negative = inhibition, actives largely listed as inhibitors. actives 0.18% (n = 360,000). Q8WZA2; further: potency means the concentration at half of the fitted maximal effect; on the % scale 0 is the no-effect control and ±100 the full control effect; nearly all actives have a fitted effect of over 45% in size; many of its hits are not listed in these tables
Target sequence (Q8WZA2 whole entry, looked up): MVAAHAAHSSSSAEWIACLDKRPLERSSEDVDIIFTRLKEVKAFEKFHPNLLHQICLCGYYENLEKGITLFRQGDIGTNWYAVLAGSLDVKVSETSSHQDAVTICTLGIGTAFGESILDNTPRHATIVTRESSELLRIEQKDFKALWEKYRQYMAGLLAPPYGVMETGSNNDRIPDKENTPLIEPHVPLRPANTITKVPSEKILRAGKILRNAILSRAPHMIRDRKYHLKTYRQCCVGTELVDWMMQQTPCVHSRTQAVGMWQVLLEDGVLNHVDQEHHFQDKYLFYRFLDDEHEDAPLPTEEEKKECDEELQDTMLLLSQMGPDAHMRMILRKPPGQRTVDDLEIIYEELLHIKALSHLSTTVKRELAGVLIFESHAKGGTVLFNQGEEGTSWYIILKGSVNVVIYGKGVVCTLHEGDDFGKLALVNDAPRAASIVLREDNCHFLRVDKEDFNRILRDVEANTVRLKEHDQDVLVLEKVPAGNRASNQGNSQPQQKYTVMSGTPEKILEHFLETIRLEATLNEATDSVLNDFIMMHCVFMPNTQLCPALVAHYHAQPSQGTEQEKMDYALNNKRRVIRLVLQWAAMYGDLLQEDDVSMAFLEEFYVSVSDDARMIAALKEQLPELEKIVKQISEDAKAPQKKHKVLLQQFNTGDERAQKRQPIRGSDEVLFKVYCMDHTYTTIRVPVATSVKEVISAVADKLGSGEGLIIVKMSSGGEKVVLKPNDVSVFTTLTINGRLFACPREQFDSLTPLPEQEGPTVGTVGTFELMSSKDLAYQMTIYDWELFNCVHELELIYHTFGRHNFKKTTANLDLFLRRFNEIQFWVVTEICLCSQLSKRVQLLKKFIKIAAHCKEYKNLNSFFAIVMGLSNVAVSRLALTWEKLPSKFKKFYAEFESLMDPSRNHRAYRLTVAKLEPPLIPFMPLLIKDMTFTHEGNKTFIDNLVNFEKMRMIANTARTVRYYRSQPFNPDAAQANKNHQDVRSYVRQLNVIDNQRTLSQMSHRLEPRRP
Nrf2 inh: blocks Nrf2 signaling. A549 ARE-Fluc reporter, luciferase luminescence, 18-24 h. Potency, µM (highest dose often 46 µM), without a hit: top-dose activity change, negative = inhibition, usual class: inhibitors. actives 2.1% (n = 360,000). AID 504444; further: potency means the concentration at half of the fitted maximal effect; on the % scale 0 is the no-effect control and ±100 the full control effect; nearly all actives have a fitted effect of over 60% in size
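A549 ARE_Fluc cells, 5000/well, 5% FBS OPTI-MEM; compounds in dose-response, 18-24 h at 37 °C/5% CO2; CellTiter-Fluor viability read (Ex 405/Em 525), then BugLite luciferase luminescence = Nrf2 activity.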
EPAC2 agonist: activates human EPAC2 exchange factor; Q8WZA2; EPAC2 activation, biochemical qHTS; response scale: 100% = 6.5 mM cAMP response; Potency, µM (doses to about 154 µM), inactives show at the highest dose activation, actives largely listed as activators; actives 0.079% (n = 360,000); AID 720711; further: potency means the concentration at half of the fitted maximal effect; nearly all actives have a fitted effect of over 50% in size
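Nucleotide exchange monitored as fluorescence drop when BODIPY-GDP leaves Rap1B. Reaction: 100 nM EPAC2, 250 nM RAP1B-BODIPY-GDP, 50 uM GDP, room temperature, kinetic read over 30 min. Activity expressed relative to 6.5 mM cAMP.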
CCT chaperon mod: modulators of cytosolic chaperonin (CCT/TRiC) activity; purified chaperonin ATPase assay, HTRF ADP detection, 30 min; activity change, % (test concentration not listed), hits read low; actives 0.3% (n = 360,000); AID 651819; in the data active means activity change below about -30%; further: on the % scale 0 is the no-effect control and ±100 the full control effect
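TRiC at 40 or 20 nM final (batch-dependent) in 30 mM Tris pH 7.4, 100 mM KCl, 5 mM MgCl2, 1 mM DTT, with compound at single 76 uM and 10 uM ATP, 30 min at 37 deg C. ADP detected by HTRF Transcreener, 665/615 ratio.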
Nrf2 ARE act: Nrf2 pathway activation; AREc32 ARE-luciferase reporter (MCF7-derived line), luminescence, 24 h; actives 0.31% (n = 410,000); Potency, µM (top dose mostly 46.1 µM), for inactives: at the highest dose activation, usual class: activators; AID 624171; further: potency means the concentration at half of the fitted maximal effect; % of control where 0% means no effect; nearly all actives have a fitted effect of over 65% in size
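ARE-driven firefly luciferase activity in AREc32 cells measured after a 24 hr compound exposure at 37 deg C, using Steady-Glo reagent and a 30 min room-temperature hold.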
A549 viability: kills or reduces viability of A549 cells in Nrf2 counter-screen. actives 0.16% (n = 390,000). Potency, µM (doses to about 46 µM), for the others: at the top dose activity change, negative = cytotoxicity, actives largely listed as inhibitors. AID 504648. A549 ARE-Fluc cells, CellTiter-Fluor viability, 18-24 h; further: potency means the concentration at half of the fitted maximal effect; on the % scale 0 is the no-effect control and ±100 the full control effect
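A549 ARE-Fluc cells in 5% FBS OPTI-MEM, 5000 cells/well, rested 2 h then exposed to compounds in concentration-response for 18-24 h at 37 °C. Viability by CellTiter-Fluor fluorescence (Ex 405/Em 525) after 30 min; luciferase luminescence (BugLite, 15 min, RT) read afterwards.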
Mm-Cpn inhibitor: blocks the Methanococcus maripaludis chaperonin Mm-Cpn. Potency, µM (titrated, usually from 76.9 µM), inactives show at the highest dose activity, negative = inhibition, usual class: inhibitors. purified Mm-Cpn ATPase, ADP Transcreener TR-FRET. AID 504842. actives 0.031% (n = 330,000); further: potency means the concentration at half of the fitted maximal effect; on the % scale 0 is the no-effect control and ±100 the full control effect; nearly all actives have a fitted effect of over 80% in size
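ATP (10 uM final) was added to archaeal chaperonin (25 nM final) after 10 min exposure to test compound at 37°C; after 30 min further incubation, ADP was detected by competitive TR-FRET.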
Akt phos inh: inhibitors of Akt phosphorylation; Neuro2A IGF-stimulated pAkt S473 HTRF, 20 min; hits give low values; AID 651550; actives 0.32% (n = 360,000); activity change, % for hits at 50 µM; in the data active means activity change below about -80%; inconclusive means mostly about -51% to -80%; further: on the % scale 0 is the no-effect control and ±100 the full control effect
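Neuro2A cells (4,500/well, DMEM with 0.5% FBS) were treated with compound at a single 50 µM final concentration, stimulated with 6 nM IGF for 20 min at 37 °C, and lysed. Phospho-Akt Ser473 was read by HTRF as 665/615 ratio ×10^4.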
TGFb inhibitor: inhibitors of TGF-b signaling; HepG2 CAGA-GFP TGF-b/SMAD3 reporter, GFP fluorescence, 18 h; TGF-beta stimulated, 500 pg/mL final; Potency, µM (doses to about 46.1 µM), for inactives: at the top dose activity, negative = inhibition, hits mostly inhibitors; actives 1.2% (n = 410,000); further: potency means the concentration at half of the fitted maximal effect; on the % scale 0 is the no-effect control and ±100 the full control effect; nearly all actives have a fitted effect of over 65% in size
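Read-out: total well GFP (ex488/em500-530) summed from mean per-cell fluorescence. Cells: HEPG2 CAGA-GFP, 1% FBS DMEM, 18 h at 37 degrees C with 500 pg/mL final TGF-beta. Unstimulated wells served as the full-inhibition control; stimulated DMSO wells = 0%.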
* hit, by the source's call; i = inactive; ? = inconclusive; nt = no result given; & = joins results of further samples; [ ] = another dose, or the depositor's remark. Unless noted, the call rests on the fitted dose curve; in most records, active means well fitted curve in the direction sought with a large enough effect; inconclusive means small, poorly fitted or top-dose-only effect, or another doubt; inactive means no such curve, though single readings can be large; an effect the other way counts as inactive or inconclusive. This is a subset; rates above refer to the full screens.

Fields – EPAC2 antagonist | Nrf2 inh | EPAC2 agonist | CCT chaperon mod | Nrf2 ARE act | A549 viability | Mm-Cpn inhibitor | Akt phos inh | TGFb inhibitor
> COc1cc(/C=C2\CC/C(=C\c3cc(OC)c(OC)c(OC)c3)C2=O)cc(OC)c1OC
→ 11% | -14% | -3% | 0.8 | 16% | -1% | -2% | i | ?
> Cc1ccc(/C=N/n2c(-c3ccco3)n[nH]c2=S)s1
→ 15% | 1% | -1% | 7.1 | ? | 1% | 1% | i | -2%
> Cc1ccc(CSCC2Nc3ccc(C(=O)N4CCN(c5ccc(F)cc5)CC4)cc3NC2=O)cc1 (configuration not stated)
→ 2% | 9% | -10% | 0.7 | 0.5% | -9% | -6% | i | -4%
> Cc1cc(C)n(Cc2ccc(Cl)cc2Cl)c(=O)c1S(=O)(=O)c1ccccc1
→ -7% | ? | 2% | -1.6 | 1.3% | 0% | 0% | i | 3%
> Cc1cccc(COc2ncnc3nc[nH]c23)c1
→ 9% | 11% | 2% | -2.1 | 5.8% | -1% | -2% | i | 1%
> CCN(CC)c1ccc(SS(=O)(=O)O)cc1
→ -7%&-4% | -16% | ? | -0.3&-0.2 | 4.4%&-0.6% | 15%&0% | 0%&-1% | i | 13%&-3%
> Cc1ccc(NC(=O)CSCC(=O)NCCc2ccccc2)cc1
→ 8% | ? | 2% | -1.3 | 3.3% | ? | 1% | i | -3%
> O=C1ON=C(c2cccc([N+](=O)[O-])c2)/C1=C/c1ccc(O)cc1
→ -3% | 4% | 8% | 0.4 | 0.1% | 2% | -14% | i | ?
> CCOC(=O)c1cc2n(n1)C(C(F)(F)C(F)(F)F)CC(C)N2 (configuration not stated)
→ -14% | nt | -10% | -1.9 | -0.5% | -1% | 2% | i | 15%
> CCCN(CCC)C(=O)Cn1c(=O)n(-c2ccc(OC)cc2OC)c(=O)c2c3c(sc21)CCC3
→ nt | -1% | nt | nt | 0.1% | -16% | nt | nt | -8%
> CCOC(=O)c1ccc(NC(=O)CCS(=O)(=O)c2ccc(C)cc2)cc1
→ nt | 2% | nt | nt | 1.0% | -7% | nt | nt | ?
> O=C(CCS(=O)(=O)Cc1ccc(Cl)cc1)NCCCN1CCN(c2ccccc2F)CC1
→ 2% | -10% | -11% | -0.5 | -0.2% | -6% | 1% | i | ?
> Cc1ccc(N(C)S(=O)(=O)c2ccc3[nH]c4c(c3c2)CCCC4)cc1
→ nt | 18% | nt | nt | 0.5% | 1% | nt | nt | ?
> O=C(COc1ccccc1Cl)N1CCc2ccccc21
→ -3% | ? | 6% | -0.9 | 2.1% | -3% | 0% | i | -2%
> COC(=O)c1ccc(NS(=O)(=O)c2ccc(S(=O)(=O)N3CCOCC3)cc2)cc1
→ -4% | -4% | 0% | -0.6 | 4.1% | -2% | 1% | i | -28%
> C=CCOC(=O)C1=C(C)NC(SCC(N)=O)=C(C#N)C1c1cccs1 (configuration not stated)
→ -3% | 2% | 4% | 2.2 | -0.6% | 5% | -1% | i | ?
> Cc1cc(NC(=O)CN2C(=O)S/C(=C\c3ccccc3)C2=O)no1
→ 6% | 4% | 11% | -0.2 | 5.5% | -4% | 2% | i | ?
> N=c1nc(N)nc2n1NC(c1ccc(F)cc1)=CS2
→ 4% | 30% | 0% | 0.4 | 9.4% | -3% | 1% | i | -4%
> O=C(CSc1nc2ncc(Br)cc2[nH]1)Nc1ccccc1-c1ccccc1
→ -12% | 4% | 12% | -2.5 | 0.1% | 1% | -7% | i | ?
> COc1ccc(NC(=O)N2CCCC2C(=O)Nc2ccc(C)cc2C)cc1 (configuration not stated)
→ 4% | -13% | 2% | -1.9 | 0.0% | -13% | 2% | i | 13%
> Cc1ccccc1NC(=O)c1cccc(C(F)(F)F)c1
→ 12% | -10% | 1% | -1.8 | -0.3% | 0% | 1% | i | -4%
> CC1(C)C(=O)C2(C(=O)NCc3ccccc3)CCC1C2 (configuration not stated)
→ 4% | 13% | -14% | -0.6 | -0.3% | 1% | 0% | i | -6%
> O=C(NCc1ccccc1)c1cc(-c2cccs2)on1
→ 6% | ? | -1% | -1.9 | 0.7% | 14% | -2% | i | 6%
> O=C(CNCCc1ccc(F)cc1)Nc1cc(F)ccc1F
→ 1% | -17% | 8% | -0.2 | -0.7% | -2% | -3% | i | 6%
> COC(=O)[C@H]1C[C@@]2(O)CN(S(=O)(=O)c3ccc(C)cc3)C[C@@]2(OC(=O)NC2CCCC2)C[C@H]1C(=O)OC
→ 0% | nt | -5% | -0.1 | -0.5% | nt | nt | i | -2%
> Cc1cc(/C=C(/C#N)C(=O)O)c(C)n1CCC(C)C
→ 11% | 17% | -5% | -0.3 | 0.0% | -7% | 4% | i | 5%
> Oc1ccc(Cc2ccccc2Cl)c(O)c1
→ -3% | 14% | 2% | 0.0 | 1.9% | -1% | nt | i | 7%
> COc1ccccc1N1CCN(C(=O)CSc2nc(C)c(Cc3ccccc3)c(=O)[nH]2)CC1
→ -1% | ? | 10% | -6.8 | 0.3% | -13% | 0% | nt | ?
> CCOc1ccc(CCN2C(=S)N([C@@H](Cc3ccccc3)CN3CCC[C@@H]3CN3C(=S)NC[C@@H]3Cc3ccc(O)cc3)C[C@@H]2CC(C)C)cc1
→ 3% | nt | 2% | -4.1 | 3.7% | nt | nt | i | ?
> Cc1nc2ccccn2c1-c1nnco1
→ 0% | nt | 5% | -0.3 | -0.7% | 2% | -1% | i | 22%
> c1ccc(-c2cc(-c3nnc4sc(-c5ccccn5)nn34)[nH]n2)cc1
→ 5% | -30% | -2% | -0.5 | 0.9% | -6% | -19% | i | -11%
> O=C(Nc1ccc(S(=O)(=O)N2C[C@@H]3C[C@@H](C2)c2cccc(=O)n2C3)cc1)c1ccc(F)cc1
→ -5% | -2% | 0% | 0.7 | 0.4% | 1% | 0% | i | -6%
> CON(C)c1nc(OCCNC(=O)OCc2ccc(Cl)cc2C)nc(N(C)C)n1
→ 0% | ? | 0% | -3.8 | -0.5% | 0% | 0% | i | -3%
> Cc1[nH]c2ccccc2c1C(=O)C(=O)NCCCc1ccccc1
→ -14% | -3% | 12% | 0.1 | 0.5% | -5% | 3% | i | -14%
> COC(=O)c1ccccc1NC(=O)CCCN1C(=O)C(c2ccccc2)Oc2cccnc21 (configuration not stated)
→ -7% | ? | 3% | 1.2 | 0.0%&-0.4% | -1%&8% | 2% | i | 6%&0%
> COc1cc(NC(=O)Nc2nnc([C@H]3C[C@H](O)[C@@H](CO)O3)s2)cc(OC)c1OC
→ 3% | nt | 1% | -0.8 | -0.8% | nt | nt | i | 3%
> COc1cc(C2C(C(=O)OCCC#N)=C(C)NC3=C2S(=O)(=O)c2ccccc23)cc(OC)c1OC (configuration not stated)
→ 1% | -5% | -21% | -1.0 | -0.2% | -1% | 0% | nt | 12%
> CN(C)/C=N/C(=S)Nc1ccccc1F
→ 7% | ? | 7% | -2.8 | -0.8% | -15% | -2% | i | 16%
> COCCNC(=O)NC(=O)CN1CCN(C(c2ccccc2)c2ccccc2)CC1
→ -6% | -9% | 5% | 1.3 | 0.2% | 2% | 2% | i | 7%
> C=CCn1c(=O)c2c(nc3n2CCCN3Cc2ccccc2)n(C)c1=O
→ -1% | -4% | 7% | -1.5 | 2.8% | 3% | 1% | i | -4%
> Cc1cc(C)n2[nH]c(=O)c(N=Nc3ccccc3)c2n1
→ -6% | -7% | 1% | -1.5 | 0.0% | -22% | 0% | i | 11%
> COC(=O)C1=C(C)NC(C)=C(C(=O)OC)C1c1cn(-c2ccccc2)nc1-c1ccco1
→ -10% | -7% | 26% | -1.8 | ? | nt | -1% | i | 0%
> CC(=O)N1CCc2cc(Br)cc(S(=O)(=O)NCCc3ccc(Cl)cc3)c21
→ nt | 0%[9.27 µM] | nt | nt | 0.1% | 7% | nt | nt | 30%

A run of entries from the list above, as a working copy:
Fields – EPAC2 antagonist | Nrf2 inh | EPAC2 agonist | CCT chaperon mod | Nrf2 ARE act | A549 viability | Mm-Cpn inhibitor | Akt phos inh | TGFb inhibitor
> CN(C)/C=N/C(=S)Nc1ccccc1F
→ 7% | ? | 7% | -2.8 | -0.8% | -15% | -2% | i | 16%
> COCCNC(=O)NC(=O)CN1CCN(C(c2ccccc2)c2ccccc2)CC1
→ -6% | -9% | 5% | 1.3 | 0.2% | 2% | 2% | i | 7%

Molecules from the list above with a Cl atom:
Fields – EPAC2 antagonist | Nrf2 inh | EPAC2 agonist | CCT chaperon mod | Nrf2 ARE act | A549 viability | Mm-Cpn inhibitor | Akt phos inh | TGFb inhibitor
> Cc1cc(C)n(Cc2ccc(Cl)cc2Cl)c(=O)c1S(=O)(=O)c1ccccc1
→ -7% | ? | 2% | -1.6 | 1.3% | 0% | 0% | i | 3%
> O=C(CCS(=O)(=O)Cc1ccc(Cl)cc1)NCCCN1CCN(c2ccccc2F)CC1
→ 2% | -10% | -11% | -0.5 | -0.2% | -6% | 1% | i | ?
> O=C(COc1ccccc1Cl)N1CCc2ccccc21
→ -3% | ? | 6% | -0.9 | 2.1% | -3% | 0% | i | -2%
> Oc1ccc(Cc2ccccc2Cl)c(O)c1
→ -3% | 14% | 2% | 0.0 | 1.9% | -1% | nt | i | 7%
> CON(C)c1nc(OCCNC(=O)OCc2ccc(Cl)cc2C)nc(N(C)C)n1
→ 0% | ? | 0% | -3.8 | -0.5% | 0% | 0% | i | -3%
> CC(=O)N1CCc2cc(Br)cc(S(=O)(=O)NCCc3ccc(Cl)cc3)c21
→ nt | 0%[9.27 µM] | nt | nt | 0.1% | 7% | nt | nt | 30%
